Screening results (PubChem)
MCF10A rereplic: A quantitative high throughput screen for small molecules that induce DNA re-replication in MCF 10a normal breast cells. MCF 10A DNA re-replication, Hoechst nuclear intensity, 48 h. Potency, µM (doses to about 46.1 µM), for the others: at the highest dose activity, positive = re-replication, most hits filed as activators. 350,000 compounds, 2.9% hits. AID 624296, 2012; note: potency is the fitted concentration of half-maximal effect; % of control where 0% means no effect; nearly all actives have a fitted effect of over 50% in size
D3 ag: qHTS of D3 Dopamine Receptor Agonist: qHTS | max activation, % | AID 652048, 2013 | D3R DiscoveRx beta-arrestin cells, luminescence, 90 min | 410,000 compounds, 0.58% hits | D(3) dopamine receptor (Homo sapiens), P35462; in the data active = max activation above about 30%; note: 0% is about no effect; mostly tested at two doses, the higher about 12 µM
Target sequence (P35462 whole entry, looked up): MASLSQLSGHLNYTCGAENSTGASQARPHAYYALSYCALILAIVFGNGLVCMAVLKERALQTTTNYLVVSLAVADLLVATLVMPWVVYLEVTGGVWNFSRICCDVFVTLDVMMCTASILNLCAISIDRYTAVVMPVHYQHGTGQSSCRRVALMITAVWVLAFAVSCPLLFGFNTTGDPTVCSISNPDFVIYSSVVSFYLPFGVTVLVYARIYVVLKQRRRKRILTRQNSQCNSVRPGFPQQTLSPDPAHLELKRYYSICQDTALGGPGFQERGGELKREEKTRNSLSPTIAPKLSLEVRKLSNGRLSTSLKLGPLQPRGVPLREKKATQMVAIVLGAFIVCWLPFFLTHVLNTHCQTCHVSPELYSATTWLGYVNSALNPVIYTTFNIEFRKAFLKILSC
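Cells at 1500/well, incubated overnight, then treated with pinned compounds (dopamine as control) for 90 min at 37 degrees C. DiscoveRx reagent added for 30 - 60 minutes at room temperature; luminescence read.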
KB-V1 cytotox: qHTS assay for MDR1-selective chemotherapeutics: Primary screen using the drug-selected MDR subline cells KB-V1 | KB-V1 MDR cells viability, CellTiter-Glo, 72 h | Potency, µM (series often up to 46.1 µM), inactives show at the top dose activity change, negative = cytotoxicity, hits mostly cytotoxic | 400,000 compounds, 3.4% hits; note: potency is the fitted concentration of half-maximal effect; % is set by controls: 0 for no effect and ±100 for the full control effect; nearly all actives have a fitted effect of over 60% in size
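KB-V1, DMEM (no phenol red) + 10% FBS; cpd pin-transferred, titration series; 72 h, 37 degrees C; CellTiter-Glo, luminescence. Data normalized, curve-fit.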
HT1080-NT tox: qHTS for induction of synthetic lethality in tumor cells producing 2HG: qHTS for the HT-1080-NT fibrosarcoma cell line | HT-1080-NT fibrosarcoma viability, CellTiter-Glo ATP luminescence, 48 h | Potency, µM (series often up to 46.1 µM), for inactives: top-dose activity, negative = less viability, actives largely listed as cytotoxic | 360,000 compounds, 1.6% hits | AID 686970, 2013;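 note: NT is the 2HG producing partner of a matched IDH1 knockdown line; potency is the fitted concentration of half-maximal effect; 0% = DMSO-treated cells and -100% = media-only wells without cells; nearly all actives have a fitted effect of over 55% in size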
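Fibrosarcoma NT cells, 750 per well in 5% FBS RPMI, were exposed to compound for 48 hours. Viability: CellTiter-Glo luminescence.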
HEK293 tox: qHTS of GLP-1 Receptor Inverse Agonists: Cytotox Screen. HEK293 cAMP-luciferase reporter cells, luminescence, 24 h. Potency, µM (top dose mostly 38.3 µM), for the others: at the top dose activity change, negative = inhibition, usual class: inhibitors. 410,000 compounds, 0.13% hits. AID 624418, 2012;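 note: loss of luciferase light is scored as toxicity; potency is the fitted concentration of half-maximal effect; % is set by controls: 0 for no effect and ±100 for the full control effect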
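Quantitative HTS format, 1536 wells, 200 cells/uL seeded. Compounds: 23 nL, 24 h, 37 °C. Detection: luciferase reagent, luminescence at 12 min RT; decreased signal taken as cytotoxic.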
HT1080 IDH1KD tx: qHTS for induction of synthetic lethality in tumor cells producing 2HG: qHTS for the HT-1080-IDH1KD cell line. HT-1080 IDH1 knockdown viability, ATP luminescence, 48 h. AID 686971, 2013. Potency, µM (doses to about 46.1 µM), without a hit: at the highest dose activity, negative = toxicity, most hits filed as cytotoxic. 360,000 compounds, 2% hits;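 note: potency is the fitted concentration of half-maximal effect; 0% = DMSO wells and -100% = cell-free medium wells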
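HT-1080-IDH1KD cells (IDH1 knocked down), 750/well in RPMI with 5% FBS, treated with compound 48 h at 37 degrees C. Viability by CellTiter-Glo luminescence, normalised to DMSO and no-cell wells; concentration-response curves classed.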
KB-3-1 cytotox: qHTS assay for MDR1-selective chemotherapeutics: Primary screen using the parental adenocarcinoma cell KB-3-1 | AID 1347075, 2019 | KB-3-1 viability, CellTiter-Glo ATP luminescence, 72 h | Potency, µM (series often up to 46.1 µM), for inactives: at the top dose activity change, negative = cytotoxic, most hits filed as cytotoxic | 400,000 compounds, 1.4% hits; note: potency is the fitted concentration of half-maximal effect; % is set by controls: 0 for no effect and ±100 for the full control effect; nearly all actives have a fitted effect of over 60% in size
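Viability of parental KB-3-1 cells, measured by CellTiter-Glo luminescence, followed a 72 h incubation at 37 °C with pinned compounds in phenol-red-free DMEM containing 10% FBS.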
IL1B secr inh: qHTS for Inhibitors of Inflammasome Signaling: IL-1-beta AlphaLISA Primary Screen | THP-1 LPS/ATP IL-1B secretion, AlphaLISA, 16 h; stronger effect = lower value | activity change, % at 57.5 µM | 360,000 compounds, 4.7% hits | AID 743279, 2014; in the data active = activity change below about -50%; inconclusive = mostly about -30% to -49%; note: % is set by controls: 0 for no effect and ±100 for the full control effect
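THP-1 cells pretreated 1 hr with compounds (up to 57.5 uM final), then stimulated with LPS (250 ng/mL final) plus ATP (1.25 mM final); secreted IL-1B measured by AlphaLISA after 16 hr, decreased signal indicating inhibition.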
SW480 rereplic: A quantitative high throughput screen for small molecules that induce DNA re-replication in SW480 colon adenocarcinoma cells. SW480 DNA re-replication, Hoechst DNA content imaging, 48 h. AID 624297, 2012. Potency, µM (highest dose often 46.1 µM), for the others: at the top dose re-replication activation, hits mostly activators. 340,000 compounds, 1.8% hits; note: potency is the fitted concentration of half-maximal effect; % of control where 0% means no effect; nearly all actives have a fitted effect of over 55% in size
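Per well, 250 cells were exposed to pinned compound for 48 hr. Nuclear DNA was visualised with Hoechst (40 min, 37 C) and total object intensity recorded by fluorescence scanning.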
Starred values were filed as active, the others as inactive; u = inconclusive; x = no result given; & = joins results of further samples; [ ] = remark or other dose. Unless noted, calls come from the whole dose curve; as a rule, active = well fitted curve in the direction sought with a large enough effect; inconclusive = small, poorly fitted or top-dose-only effect, or another doubt; inactive = no such curve, though single readings can be large; an effect the other way counts as inactive or inconclusive.

item	structure	MCF10A rereplic	D3 ag	KB-V1 cytotox	HT1080-NT tox	HEK293 tox	HT1080 IDH1KD tx	KB-3-1 cytotox	IL1B secr inh	SW480 rereplic
1	CCCn1c(SC2C(=O)CC(C)(C)CC2=O)nc2c1c(=O)n(C)c(=O)n2C	0%	-17	7%	-28%	-1%	3%[9.24 µM]	-2%	u	-22%
2	CCOC(=O)c1cnn(-c2ccccc2)c1-c1ccncc1	6%	7	-1%	9%	-5%	9%	0%	-30	u
3	O=C(COc1ccccc1)NNC(=O)c1ccc(Cl)cc1	1%	-6	0%	12%	2%	3%	11%	1	u
4	CC(C)C[C@H]1CNC(=O)C(=O)N1C[C@H](Cc1ccc(O)cc1)NC(=O)Cc1ccccc1	x	7	1%	20%	-7%	9%	17%	-8	x
5	Cc1c(C(=O)O)sc(=S)n1CCOc1ccccc1	u	-13	2%	-5%	5%	6%	-17%	24	-24%
6	Cc1ccc(-n2c(SCC(=O)Nc3cc(C)on3)nc3ccccc3c2=O)cc1	7%	10	6%	0%	1%	15%	1%	15	-1%
7	O=C(Cn1cc(C(F)(F)F)ccc1=O)NC(c1ccccc1)c1ccccc1	4%	-4	-12%	-2%	9%	-2%	1%	-6	-1%
8	CCCOC(=O)C1[C@H]2C(=O)N(CCCOC)C[C@]23C=C[C@H]1O3 (stereo not given in full)	2%	-3	17%	-5%	6%	-5%	16%	-1	-13%
9	COc1cccc(CNC(=O)Cn2c(=O)oc3ccccc32)c1OC	-2%	1	8%	17%	-4%	9%	11%	-2	-13%
10	O=C(Nc1ccc(N2CCN(C(=O)c3ccco3)CC2)cc1)c1cc(Br)ccc1Cl	u	10	2.1µM*	u	u	u	u	u	u
11	O=C(Nc1nc2c(s1)CCCC2)c1cccs1	16%	0	u	u	-16%	u	u	-8	-5%
12	Cc1cccc(NC(=O)COc2cccc3c2CCN(C)C3=O)c1C	0%	0	u	4%	2%	-10%	-2%	7	-3%
13	O=C(CN1C(=O)NC2(CCCCCCC2)C1=O)Nc1ccc(Br)cc1Br	13%	-7	-9%	u	-7%	u	-5%	-17	-39%[inhibitor]
14	COc1ccc(CCN(C)C(=O)CSc2nnc(-c3ccco3)o2)cc1OC	u	-12	x	0%	6%	-9%	x	-8	0%
15	CCC(C)NC(=O)CSc1nc2ccsc2c(=O)n1NC(=O)c1ccccc1 (stereo not given)	0%	4	u	-13%	3%	6%	0%	-2	-8%
16	Cc1c(Br)c([N+](=O)[O-])nn1CC(=O)Nc1sc2c(c1C(=O)OC(C)C)CCC(C)C2 (stereo not given)	2%	10	-24%	5%	6%	-1%	u	26	-11%
17	C=CCN1C(=O)C(Cc2ccccc2Cl)SC1=Nc1ccc(C(=O)O)cc1 (stereo not given)	0%	2	23%	-5%	13%	-15%	-9%	-7	0%
18	Cc1ccc(-n2nc3ccc(NC(=O)c4cccc([N+](=O)[O-])c4C)cc3n2)cc1	13µM*	-17	u	u	-16%	u	-20%	35	u
19	COc1ccc(C(=O)O/N=C(/c2ccccc2)c2ccncc2)cc1	12%	3	-14%	-6%	-14%	-3%	-13%	-6	-36%[inhibitor]
20	CC(Oc1cccc(Br)c1)C(=O)NNC(=O)CCS(=O)(=O)c1ccccc1 (stereo not given)	1%	2	u	2%	0%	-12%	5%	16	-5%
21	CC(=O)c1c(C)[nH]c(C(=O)OCC(=O)Nc2ncc(Cl)c(C)c2Cl)c1C	1%	-6	1%	3%	-11%	-15%	13%	69	-4%
22	NNC(=O)c1nnn(-c2nonc2N)c1CN1CCCC1	11%	-6	-10%	-4%	3%	-3%	1%	-8	1%
23	COc1cc(NC(=O)c2ccccc2)ccc1NC(=O)c1cc2ccccc2o1	u	1&-9	-9%&8%	-1%	3%&11%	6%	-1%&6%	59	6%
24	Cc1nc(-c2cccc(N)c2)cs1	8%	-1	23%	6%	-25%	7%	0%	4	-2%
25	COc1ccccc1CNC(=O)CN1C(=O)NC(c2ccccc2)(c2ccc(C)c(C)c2)C1=O (stereo not given)	24%	-20	u	u	-17%	u	u	u	u
26	CC(C)(Cl)C1Cc2cc3ccc(=O)oc3cc2O1 (stereo not given)	-4%	-9	-20%	7%	23%	16%	31%	4	0%
27	O=C(NC1CC(=O)c2sccc21)c1ccc(Cl)cc1Cl (stereo not given)	8%	4	-1%	1%	-1%	2%	4%	12	6%
28	CC(=O)C1=C(C)NC(=O)NC1c1ccc2c(c1)OCO2 (stereo not given)	11%	-6	17%	10%	11%	16%	12%	-2	-8%
29	COc1ccc(/C=N/N=C(\N)c2nonc2N)cc1	2%	-16	-12%	-6%	-3%	-5%	u	18	-35%
30	CC(C)Cc1cc(C(=O)Nc2ccc3c(c2)OCO3)no1	16%	6	-1%	u	20%	5.2µM*	u	-22	-9%
31	O=C(CSc1nnc2ccccn12)N1CCOCC1	9%	1	1%	-1%[9.24 µM]	-6%	-1%	1%	0	-8%
32	O=C(CN1CCN(CN2C(=O)NC3(CCCCCC3)C2=O)CC1)Nc1ccc(F)cc1	7%	-9	-7%	-5%	-5%	-4%	-4%	-10	3%
33	Cc1ccccc1C(=O)c1cccn1CC(=O)NCCCN1CCc2ccccc2C1	u	-10	-26%	u	4%	-22%	8%	-21	2%
34	O=C(NCCc1ccccc1)c1c[nH]c2ccc(F)cc2c1=O	-2%	6	-3%	-3%	6%	-17%	-2%	u	3%
35	O=C(Nc1nccs1)c1ccc2ccccc2n1	-4%	2	u	u	u	-16%	-13%	79	-2%
36	CSc1nnc2c3ccccc3n(CCc3ccccc3)c2n1	u	6	0%	-16%	-13%	u	9.2µM*	0	u
37	COc1ccc(S(=O)(=O)N(CC(=O)NCCSc2ccccc2)c2ccc(C)cc2)cc1	x	-6	-31%	x	5%	x	u	x	x
38	NC(=O)c1ccsc1NC(=O)COC(=O)Cc1ccsc1	-8%	4	9%	-1%	-20%	0%	0%	14	2%
39	O=C(CSCc1ccc(F)cc1)Nc1ccc(F)cc1	3%	-1	0%	16%	-20%	11%	2%	6	-6%
40	C=CCc1ccc(OCCOCCOc2cccc3ccc(C)nc23)c(OC)c1	-5%	-9	u	u	-28%	u	-24%	-10	26%
41	CC(NCc1ccccc1OC1CCCC1)c1ccccc1 (stereo not given)	4%	-15	-28%	-24%	u	-23%	-8%	-82*	25%
42	Cc1cc2c(cc1C)C(c1ccccc1OC(C)C)CC(=O)N2 (stereo not given)	1.5µM*	2	u	4.1µM*	-22%	2.3µM*	5.8µM*	-10	5.2µM*
43	CCc1ccc(N2C(=O)CN(Cc3cc(OC)c(OC)c(OC)c3)C2=S)cc1	-15%	5	7.3µM*	-13%	-7%	-9%	-7%	-1	-72%[inhibitor]
44	CCN(CC1COc2ccccc2O1)C(=S)Nc1ccccc1 (stereo not given)	3%	-48	u	1%	-9%	0%	-11%	-2	4%
45	C=CCOc1c(Br)cc(CNc2ccc(NC(=O)C(C)C)c(OC)c2)cc1OC	5.8µM*	18	4.1µM*	u	u	u	u	-3	18µM*
46	CC1CCN(c2ncnc3c2cnn3Cc2ccc(Cl)cc2)CC1	23%	3	u	-13%	2%	-16%	0%	0	3%
47	CCc1nnc(NC(=O)CN2CCN(C3CCCCC3)CC2)s1	-1%	-7	-22%	12%	u	27%	-1%	4	-2%
48	O=C1NC(=S)S/C1=C\c1cc(Cl)cc(Cl)c1O	u	0	-25%	-3%	u	10%	u	-2	-8%
49	CCCc1cc(=O)oc2cc(C)cc(OCC(=O)NC(Cc3c[nH]c4ccc(O)cc34)C(=O)O)c12 (stereo not given)	-31%[inhibitor]	-1	14%	0%	3%	5%	0%	14	4%
50	Cc1nc(C(=O)Nc2ccccc2)sc1C1(C)CC(c2cccnc2)=NO1 (stereo not given)	-1%	6	-3%	8%	6%	8%	2%	26	1%
51	CC1CCCC(NC(=O)C2N(CCCN3CCCC3)C(=O)C3C(C(=O)Nc4cccc(Cl)c4)C4C=CC32O4)C1C (stereo not given)	u	-9	1%	-22%	-21%	-29%	-1%	-57*	u
52	Cc1nc2ccccc2c(=O)n1-c1ccc(F)c(NS(=O)(=O)c2ccccc2F)c1	0%	7	9%	11%	4%	13%	8%	-6	-5%
53	CN(Cc1ccccc1)C(=O)c1ccco1	0%	-2	8%	-1%	-4%	0%	-2%	-6	-4%
54	Cn1c(=Nc2ccc(N3CCOCC3)cc2)ccc2ccccc21	-1%	-6	2%	1%	-11%	5%	-4%	-5	1%
55	CC(NC(=O)Cn1c(NCCO)nc2ccccc21)C1CC2CCC1C2 (stereo not given)	-9%	0	2%	4%	10%	1%	-9%	-2	-191%[inhibitor]
